Screens as filed in PubChem BioAssay.
MITF TRPM1 HTS: increases MITF-driven TRPM1 promoter luciferase signal; SK-MEL-5 TRPM1-promoter luciferase, 24 h; % of positive control, neutral wells = 0; activation, % at 12.5 µM; 300,000 tested, 0.75% active; AID 588334;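 active means mean activation of at least 80% with every replicate also reaching 80%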;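 further: 0% = neutral control wells and 100% = parthenolide positive control wells; values of inactives mirror those of a sister screen read the other way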
V-ATPase pH: alters yeast V-ATPase proton transport; S. cerevisiae, pHLuorin cytosolic pH fluorescence; response, % at 10 µM; 350,000 tested, 0.37% active; in the data active means response mostly above about 7.3%, no sharp cut-off; inactive means mostly below about 5.4%; further: actives read high; inactives centre near 0; some compounds called inactive have numbers as strong as hits; reference of the scale not given here
HTR5A inv ctr: counter-screen for OPRM1-OPRD1 inverse agonists: human HTR5A inverse agonism; P47898; HTR5A cell line, luminescence; inhibition, % at 9.3 µM; 340,000 tested, 0.083% active; AID 504634; in the data active means inhibition mostly above about 23%, no sharp cut-off; inactive means mostly below about 18%;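 further: 0% = cells with DMSO and 100% = no-cell wells with DMSO; some compounds called inactive have numbers as strong as hits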
NSD2 HMT inh: inhibitors of human histone methyltransferase NSD2 | O96028 | NSD2 peptide methylation, AlphaScreen, 120 min | inhibition, % at 12.5 µM | 310,000 tested, 0.54% active | AID 743445; in the data active means inhibition above about 50%
SR-BI DiI inh: blocks mouse SR-BI lipid uptake from DiI-HDL. Q61009. ldlA[mSR-BI] CHO cells, DiI-HDL uptake fluorescence, 3 h. inhibition, % at 12.5 µM. 320,000 tested, 0.96% active. AID 488896;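 active means mean replicate inhibition of at least 70% and a set share of replicates each scoring 70 or more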;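 further: 0% = median of neutral control wells and 100% = median of positive control wells; values of inactives mirror those of a sister screen read the other way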
dFosB act: activators of mouse delta FosB homodimer. 340,000 tested, 0.99% active. purified delta FosB, TAMRA-CDK5 oligo fluorescence polarization; percent of positive-control signal above neutral wells. AID 493131. activation, % at 25 µM. P13346;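 active means mean activation above about 17%, with every replicate also reaching it, limit read from the data, passing the limit was not always enough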;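 further: fluorescence polarization rise as delta FosB binds a TAMRA Cdk5 AP-1 oligo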
Target sequence (P13346 whole entry, looked up): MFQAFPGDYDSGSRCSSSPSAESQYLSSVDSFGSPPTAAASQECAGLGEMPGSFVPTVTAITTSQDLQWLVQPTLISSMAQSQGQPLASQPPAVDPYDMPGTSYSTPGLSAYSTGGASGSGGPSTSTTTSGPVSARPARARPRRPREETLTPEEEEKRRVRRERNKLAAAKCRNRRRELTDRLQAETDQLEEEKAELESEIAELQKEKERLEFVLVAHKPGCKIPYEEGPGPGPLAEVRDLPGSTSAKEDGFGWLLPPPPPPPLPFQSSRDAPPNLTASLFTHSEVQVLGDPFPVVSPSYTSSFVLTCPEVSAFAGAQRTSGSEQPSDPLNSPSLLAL
Wnt act: activators of Wnt/beta-catenin signaling | activation, % at 9.35 µM | 300,000 tested, 1.2% active | Wnt/beta-catenin reporter cell assay, activator, plate reader; in the data active means activation above about 30%, passing the limit was not always enough;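 further: 0% = neutral control wells and 100% = positive control wells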
CDK5 inh: blocks human CDK5/p35 kinase activity | Q00535+Q15078 | Recombinant CDK5/p35, ADP-Glo luminescence, 60 min | inhibition, % at 10 µM | 330,000 tested, 0.01% active;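 active means highest replicate inhibition of at least 50% and at least 75% of replicates reaching 50%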;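 further: plate controls were DMSO neutral control for no effect and GW8510 at 10 µM for full effect; many of its hits are not listed in these tables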
Target sequence (Q00535 whole entry, looked up): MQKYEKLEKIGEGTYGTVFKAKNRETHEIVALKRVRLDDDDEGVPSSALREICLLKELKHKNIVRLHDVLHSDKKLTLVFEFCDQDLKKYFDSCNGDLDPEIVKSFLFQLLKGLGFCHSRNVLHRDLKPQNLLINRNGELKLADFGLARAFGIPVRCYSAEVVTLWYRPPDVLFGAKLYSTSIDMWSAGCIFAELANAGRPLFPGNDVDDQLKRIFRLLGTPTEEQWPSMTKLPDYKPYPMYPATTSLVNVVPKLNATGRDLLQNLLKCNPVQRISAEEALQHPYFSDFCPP
Target sequence (Q15078 whole entry, looked up): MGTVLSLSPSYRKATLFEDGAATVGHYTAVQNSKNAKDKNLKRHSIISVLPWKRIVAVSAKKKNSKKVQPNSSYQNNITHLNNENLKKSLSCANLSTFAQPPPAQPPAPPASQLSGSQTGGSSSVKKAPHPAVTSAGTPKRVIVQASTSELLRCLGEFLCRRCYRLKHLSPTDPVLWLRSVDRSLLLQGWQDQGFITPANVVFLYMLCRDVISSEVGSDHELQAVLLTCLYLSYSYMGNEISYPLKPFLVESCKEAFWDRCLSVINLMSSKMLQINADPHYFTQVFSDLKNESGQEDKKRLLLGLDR
PvdQ acylase: P. aeruginosa PvdQ acylase inhibition; purified PvdQ acylase, fluorescence plate reader; inhibition, % at 10 µM; 340,000 tested, 0.063% active; AID 488965; in the data active means inhibition above about 30%, passing the limit was not always enough;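 further: 0% = vehicle neutral wells and 100% = reference inhibitor wells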
HTR5A ag ctr: HTR5A agonism, opioid heterodimer counter-screen | P47898 | HTR5A agonist assay, luminescence, cell-based | activation, % at 9.3 µM | 340,000 tested, 0.61% active | AID 504692; in the data active means activation mostly above about 9.5%, no sharp cut-off; inactive means mostly below about 7.6%;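 further: 0% = cells with vehicle only and 100% = reference agonist; strong numbers were not always called active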
Active calls of the source: *; · = no result given. Hits appear at their usual frequency (roughly 5% active in at least one column).

entry	Molecule	MITF TRPM1 HTS	V-ATPase pH	HTR5A inv ctr	NSD2 HMT inh	SR-BI DiI inh	dFosB act	Wnt act	CDK5 inh	PvdQ acylase	HTR5A ag ctr
1	COC(=O)c1ccc(N2C(=O)CC(SCC(=O)Nc3ccc(OC)cc3)C2=O)cc1 (stereo not given)	-7	1	-16	19	·	0	-2	-0.6	-10	9
2	COc1ccc(S(=O)(=O)N2CCOCC2)cc1NC(=O)CSc1n[nH]c(C(C)C)n1	6	-2	7	0	0	-6	-13	-0.5	1	-1
3	CCOC(=O)c1sc(=NC(=O)c2cccs2)n(C)c1C	43	0	-38	-2	·	-17	39*	1.6	13	-1
4	Cc1ccc(O)c(NC(=O)c2cc([N+](=O)[O-])ccc2Cl)c1	-18	1	6	2	10	-1	-2	1.1	-1	0
5	CC1CCCCC1NC(=O)COC(=O)c1ccccc1NC(=O)c1ccco1 (stereo not given)	·	2	-21	4	9	5	·	-0.3	-8	4
6	CC(C)C(=O)N1CCN(c2ccc(NC(=O)c3cccs3)cc2Cl)CC1	16	-13	-9	-1	49	-5	8	1.2	-3	3
7	Cc1ccn2cc(-c3cccc(S(=O)(=O)N4CCCCC4)c3)nc2c1	14	-3	4	-3	-4	-4	5	2.5	-14	-4
8	CC(=O)Nc1ccc(NC(=O)C(C)OC(=O)[C@@H]2CCCN2C(=O)c2cccs2)cc1 (stereo not given in full)	-7	1	-2	-1	-8	-1	0	0.7	-4	1
9	COc1ccc(NC(=O)CNC(=O)N2CC(=O)Nc3ccccc32)cc1OC	-1	0	-20	6	4	-4	0	0.0	-13	2
10	CCN(Cc1ccccc1)C(=S)NC(=O)c1ccccc1Br	-7	0	-2	0	-25	1	1	-0.3	2	0
11	O=C(C1=C[C@H](c2ccc3c(c2)OCO3)C[C@H](OCCCCO)O1)N1CCOCC1	11	0	10	·	-14	2	-1	2.2	-4	-4
12	CC(C)OC(=O)c1ccc2nc3ccccc3nc2c1	6	3	-17	35	12	-2	43*	-4.3	-3	5
13	Cc1[nH]c2ccccc2c1C(=O)COC(=O)c1nccnc1N	25	0	13	1	-3	7	6	-0.1	-18	-5
14	CSc1nc(N2CCN(c3ccccc3Cl)CC2)c2ccccc2n1	-5	-1	-21	·	45	-3	-1	-0.2	-8	2
15	CCOC(=O)CCCN1CC(O)=C(c2nc(-c3ccc(Cl)cc3)cs2)C1=N	7	0	-12	0	4	-7	-2	0.0	-2	3
16	COCCN(CCOC)C(=O)c1ccc(NS(=O)(=O)c2ccc3[nH]c(=O)[nH]c3c2)cc1	-2	-3	-11	4	-19	-5	0	0.7	5	4
17	O=C(C1CC(=O)N(c2ccc(F)cc2)C1)N1CCOCC1 (stereo not given)	-2	5	-4	-4	-23	-7	4	-1.5	-14	2
18	CN(C(=O)CS(=O)(=O)Cc1ccccc1Cl)c1ccccc1	-4	-4	-1	3	0	8	1	-0.5	0	1
19	CCOc1ccc(NC(=O)C2CCCN(S(C)(=O)=O)C2)cc1 (stereo not given)	·	2	-27	-1	7	-1	1	0.4	2	-3
20	CCCCn1c(N)c(N(CC(C)C)C(=O)C2CCN(S(=O)(=O)c3ccc(Cl)cc3)CC2)c(=O)[nH]c1=O	12	-1	0	-1	-18	14	-1	-2.2	-2	4

Quoted at random: 2 compounds from above, in no set order.
entry	Molecule	MITF TRPM1 HTS	V-ATPase pH	HTR5A inv ctr	NSD2 HMT inh	SR-BI DiI inh	dFosB act	Wnt act	CDK5 inh	PvdQ acylase	HTR5A ag ctr
2	COc1ccc(S(=O)(=O)N2CCOCC2)cc1NC(=O)CSc1n[nH]c(C(C)C)n1	6	-2	7	0	0	-6	-13	-0.5	1	-1
20	CCCCn1c(N)c(N(CC(C)C)C(=O)C2CCN(S(=O)(=O)c3ccc(Cl)cc3)CC2)c(=O)[nH]c1=O	12	-1	0	-1	-18	14	-1	-2.2	-2	4

(next part)
entry	Molecule	MITF TRPM1 HTS	V-ATPase pH	HTR5A inv ctr	NSD2 HMT inh	SR-BI DiI inh	dFosB act	Wnt act	CDK5 inh	PvdQ acylase	HTR5A ag ctr
21	COc1ccc(OC)c(-c2cc(C(=O)NCc3ccco3)no2)c1	-6	-2	-17	-1	81*	8	2	-0.5	4	4
22	CCCCn1c(N)c(N(CCOC)C(=O)C2CCN(C(=O)c3ccccc3C)CC2)c(=O)[nH]c1=O	-8	2	-16	26	-16	-2	-1	0.2	-11	6
23	Cc1nc(NC(=O)COC(=O)c2ccc(CO)cc2)c(Cl)cc1Cl	1	3	0	0	-10	-10	0	1.6	-7	2
24	COc1ccc(N2CCN(C(=O)c3ccc(-c4ccccc4)cc3)CC2)cc1	-6	3	8	1	8	3	0	-0.1	-13	-2
25	CC(C)N(C)Cc1nnnn1CC(=O)NCc1cc(F)cc(C(F)(F)F)c1	24	-1	-5	-3	-20	-10	0	0.1	-9	2
26	Cc1cc(C)c(NC(=O)CSc2ccc3nnc(CCNC(=O)c4ccccc4)n3n2)c(C)c1	2	1	-5	-4	-29	-9	-2	-6.5	-10	2
27	COc1ccccc1N1CCN(/N=C/C=C/c2ccccc2[N+](=O)[O-])CC1	·	-1	13	15	56	-4	2	2.0	0	0
28	COc1ccc(N2CCN(CC(O)COc3ccc(C)cc3C)CC2)cc1 (stereo not given)	6	3	15	13	·	-7	1	-0.9	-17	-4
29	COc1ccc(NC(=O)C2CCCN2S(=O)(=O)c2cccc3nsnc23)c(OC)c1 (stereo not given)	-6	18	15	6	10	-17	·	0.4	-7	-5
30	COc1ccccc1CN1CC(C(=O)NCCn2nc(C)cc2C)CCC1=O (stereo not given)	-1	2	-18	0	-16	-2	4	1.4	-13	4
31	O=C(O)COc1ccc(NC(=O)c2ccc3c(c2)C(=O)N(Cc2ccccc2)C3=O)cc1	-5	5	-1	24	-12	-4	-1	-0.1	-1	-1
32	CC(/C=C/c1ccccc1)=N/NC(=O)CCC(=O)Nc1ccccc1C	4	0	·	4	19	-6	-5	-0.3	1	·
33	O=C(CNC1CCCCC1)Nc1ccc([N+](=O)[O-])cc1C(=O)Nc1ccccc1F	-4	-2	-4	2	17	-4	-2	2.0	-14	1
34	Cc1ccc(Cn2c(=N)c(C(=O)NCc3ccco3)cc3c(=O)n4ccccc4nc32)cc1	·	-5	13	-2	20	-23	·	-0.1	-6	-4
35	O=C(NC(=S)Nc1ccccc1N1CCCC1)c1ccc(-c2cccc([N+](=O)[O-])c2)o1	-2	-3	6	15	50	-9	·	-1.2	-11	-2
36	Cc1ccc(SCC(=O)Nc2ccc(C(=O)Nc3ccc(O)cc3)cc2)cc1	6	1	0	-8	-26	-1	-1	-1.4	-13	0
37	O=C(CSc1nnc(CNC(=O)c2cccs2)o1)Nc1cccc(F)c1	1	2	7	0	22	-8	1	0.7	-18	-2
38	COc1ccc(/C=N/NC(=O)c2cc(=O)[nH]c3ccccc23)cc1OC	13	-2	-11	-5	0	1	-2	-1.1	10	4
39	Cc1ccc(Sc2cc(NCCCO)c([N+](=O)[O-])c3nonc23)cc1	-12	-1	18	3	·	-4	-3	0.5	-15	5
40	O=C(Nc1ccc(-c2cc3ccccc3oc2=O)c(Cl)c1)c1cccnc1	0	5	-15	1	26	84*	-3	-1.1	-11	5

SR-BI DiI inh, entries above that show a hit
# | molecule | MITF TRPM1 HTS | V-ATPase pH | NSD2 HMT inh | SR-BI DiI inh | dFosB act | Wnt act | CDK5 inh | PvdQ acylase
21 | COc1ccc(OC)c(-c2cc(C(=O)NCc3ccco3)no2)c1 | -6 | -2 | -1 | 81* | 8 | 2 | -0.5 | 4

An excerpt of these results, as labelled records.
13	Cc1[nH]c2ccccc2c1C(=O)COC(=O)c1nccnc1N
  MITF TRPM1 HTS = 25; V-ATPase pH = 0; HTR5A inv ctr = 13; NSD2 HMT inh = 1; SR-BI DiI inh = -3; dFosB act = 7; Wnt act = 6; CDK5 inh = -0.1; PvdQ acylase = -18; HTR5A ag ctr = -5

14	CSc1nc(N2CCN(c3ccccc3Cl)CC2)c2ccccc2n1
  MITF TRPM1 HTS = -5; V-ATPase pH = -1; HTR5A inv ctr = -21; NSD2 HMT inh = ·; SR-BI DiI inh = 45; dFosB act = -3; Wnt act = -1; CDK5 inh = -0.2; PvdQ acylase = -8; HTR5A ag ctr = 2

15	CCOC(=O)CCCN1CC(O)=C(c2nc(-c3ccc(Cl)cc3)cs2)C1=N
  MITF TRPM1 HTS = 7; V-ATPase pH = 0; HTR5A inv ctr = -12; NSD2 HMT inh = 0; SR-BI DiI inh = 4; dFosB act = -7; Wnt act = -2; CDK5 inh = 0.0; PvdQ acylase = -2; HTR5A ag ctr = 3

16	COCCN(CCOC)C(=O)c1ccc(NS(=O)(=O)c2ccc3[nH]c(=O)[nH]c3c2)cc1
  MITF TRPM1 HTS = -2; V-ATPase pH = -3; HTR5A inv ctr = -11; NSD2 HMT inh = 4; SR-BI DiI inh = -19; dFosB act = -5; Wnt act = 0; CDK5 inh = 0.7; PvdQ acylase = 5; HTR5A ag ctr = 4

(listing goes on)
entry	Molecule	MITF TRPM1 HTS	V-ATPase pH	HTR5A inv ctr	NSD2 HMT inh	SR-BI DiI inh	dFosB act	Wnt act	CDK5 inh	PvdQ acylase	HTR5A ag ctr
41	CCN(C[C@H]1N[C@@](CC)(C(=O)OC)[C@H]2C(=O)N(C)C(=O)[C@@H]12)S(=O)(=O)c1ccc(C)cc1	4	-3	-6	·	-6	-5	-2	15	8	2
42	O=CN1CCN(C(=S)NC(=O)c2ccc(Cl)cc2)CC1	-10	-4	-9	14	-1	1	0	-0.3	-14	4
43	COc1ccccc1CNC(=O)COC(=O)C1CCN(S(=O)(=O)c2ccc(C)c(C)c2)CC1	-5	-6	5	3	-34	-10	0	1.2	2	1
44	O=C(NNC(=O)C12CC3CC(CC(Cl)(C3)C1)C2)c1csc(N2CCOCC2)n1	6	-1	-10	-1	-6	-4	4	-8.6	-10	3
45	CCCCCCCCC(=O)NC(NC(=S)N1CCOCC1)C(Cl)(Cl)Cl (stereo not given)	-3	5	-15	-3	7	-5	·	-1.7	-6	-4
46	Cc1cc(C(=O)NCc2ccco2)cs1	5	0	-12	1	-14	5	0	0.3	-7	2
47	NC(N)=N/N=C/c1ccc2cccc(OCc3ccccc3)c2n1	-14	1	-6	9	13	-32	7	-1.6	-16	-2
48	CC(=O)N1CCc2cc(S(=O)(=O)NCCC(=O)N3CCN(Cc4ccccc4)CC3)ccc21	·	2	16	-1	16	-5	·	0.2	6	1
49	O=C(CN1CCN(C(=O)CNC(=O)c2ccc(N3CCCC3=O)cc2)CC1)Nc1ccccc1Cl	6	3	-22	·	4	-5	1	-0.1	4	9
50	O=C(CCn1cccn1)Nc1ccc(-c2ccno2)cc1	26	-2	13	11	-6	-6	4	-1.9	-9	1
51	CCO[C@H]1OC(C(=O)NC2CC2)=C[C@@H](C2CCCCC2)[C@@H]1CCCO	-7	-4	-6	·	16	-9	-1	-3.7	-5	2
52	O=c1[nH]c(C2CCCN(S(=O)(=O)c3ccccc3Cl)C2)nc2c1nnn2Cc1ccc2c(c1)OCCO2 (stereo not given)	-4	-1	-17	0	-29	-6	-1	-9.4	-25	-1
53	CC1=C(C(=O)N(C)C)C(c2ccc(N3CCOCC3)cc2)NC(=O)N1 (stereo not given)	6	0	-2	-3	-15	-5	0	-1.8	2	1
54	COc1ccc(-c2csc(NC(=O)CN3C(=O)C4CC=CCC4C3=O)n2)cc1OC (stereo not given)	4	-2	3	5	62	-2	1	1.4	-5	1
55	CCOC(=O)C1CCN(C(=O)c2ccc(OC3CCN(C(=O)CCOC)CC3)cc2)CC1	-10	-1	-15	-3	14	-4	17	0.7	-7	0
